LDHA block = LDHA (human) enzyme inhibition. activity change, % (values are at about 110 or 230 µM). purified LDHA, NADH/diaphorase-resazurin fluorescence; active compounds read low. P00338. 0.15% of 480,000 active; in the data active = activity change below about -30%; inconclusive = mostly about -25% to -30%;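 note: plate controls were DMSO wells for no effect and wells without enzyme for full effect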
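Remaining NADH was detected by diaphorase (0.133 mg/mL) converting 37 µM resazurin to fluorescent resorufin, read at 0 and 20 minutes. The preceding 5-minute room-temperature reaction used 2 nM LDHA, 0.2 mM sodium pyruvate and 0.06 mM NADH at pH 7.4.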
RGS4 inh = inhibitors of human regulator of G protein signaling 4; Transcreener GDP fluorescence polarization, RGS4-accelerated GTP hydrolysis; AID 504845; 0.039% of 390,000 active; Potency, µM (highest dose often 114 µM), without a hit: top-dose activity change, negative = inhibition, hits mostly inhibitors; note: potency is the fitted concentration of half-maximal effect; % is set by controls: 0 for no effect and ±100 for the full control effect; nearly all actives have a fitted effect of over 75% in size; some results filed as inactive show a strong effect at the top dose
Target sequence (P49798 whole entry, looked up): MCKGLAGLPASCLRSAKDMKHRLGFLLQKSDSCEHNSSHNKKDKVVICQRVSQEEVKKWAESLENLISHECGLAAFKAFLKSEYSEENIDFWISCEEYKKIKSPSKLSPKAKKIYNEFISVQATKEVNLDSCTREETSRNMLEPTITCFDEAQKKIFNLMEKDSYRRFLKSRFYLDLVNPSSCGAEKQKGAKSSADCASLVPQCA
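MLSMR compounds (23 nl, pin-transferred) preincubated 10 min at room temperature with a 500nM (2x) first reagent, then RGS4 at 900nM (2x) plus Transcreener GDP mix added; fluorescence polarization (620/688 nm) read before and after 90 min at 30 °C.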
USP1 inh = blocks the human USP1/UAF1 deubiquitinase complex | Potency, µM (series often up to 57.1 µM), without a hit: top-dose activity change, negative = inhibition, usual class: inhibitors | 0.23% of 390,000 active | recombinant USP1/UAF1, Ub-Rhodamine cleavage fluorescence; note: potency is the fitted concentration of half-maximal effect; % is set by controls: 0 for no effect and ±100 for the full control effect; nearly all actives have a fitted effect of over 60% in size; inactives centre near -12
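Step one: compound is pinned into 1nM USP1/UAF1 in HEPES pH 7.8 buffer with TCEP. Step two: 15 min room-temperature incubation. Step three: Ub-Rho (150nM final) starts cleavage, tracked by fluorescence over six one-minute reads.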
TrxR1 substrate = rat thioredoxin reductase 1 substrate activity. O89049. Potency, µM (doses to about 114 µM), for inactives: top-dose activity change, negative = substrate turnover. 0.01% of 390,000 active. purified TrxR1 substrate turnover, NADPH consumption readout; note: potency is the fitted concentration of half-maximal effect; % is set by controls: 0 for no effect and ±100 for the full control effect; nearly all actives have a fitted effect of over 50% in size
Target sequence (O89049 whole entry, looked up): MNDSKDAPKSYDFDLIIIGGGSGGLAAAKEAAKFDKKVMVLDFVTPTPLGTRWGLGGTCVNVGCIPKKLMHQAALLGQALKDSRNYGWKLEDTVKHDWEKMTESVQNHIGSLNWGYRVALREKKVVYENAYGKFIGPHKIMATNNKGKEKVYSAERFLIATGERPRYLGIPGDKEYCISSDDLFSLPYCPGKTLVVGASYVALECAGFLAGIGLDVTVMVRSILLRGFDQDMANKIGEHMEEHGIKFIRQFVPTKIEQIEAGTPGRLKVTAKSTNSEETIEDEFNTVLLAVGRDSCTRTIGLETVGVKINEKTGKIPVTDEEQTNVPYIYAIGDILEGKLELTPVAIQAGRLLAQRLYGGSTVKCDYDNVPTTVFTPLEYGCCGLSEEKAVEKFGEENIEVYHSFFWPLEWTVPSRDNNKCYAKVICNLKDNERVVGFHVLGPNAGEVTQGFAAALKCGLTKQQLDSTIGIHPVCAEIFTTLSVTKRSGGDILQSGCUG
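Rat TrxR1, dispensed at 90 nM, was prereduced with 400 uM NADPH (final) for 5 min at ~22 deg C, then incubated with compound 15 min before 400 uM selenite. A first-read NADPH fluorescence drop versus no-compound background flagged substrates.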
Vif-APOBEC3F blk = Vif-A3F binding inhibition; HeLa A3F-eYFP + Vif (tagged APOBEC3F with the HIV-1 protein that degrades it), YFP fluorescence increase; Potency, µM (series often up to 46.1 µM), for the others: at the top dose activity, negative = active; 0.2% of 390,000 active; AID 602313; note: potency is the fitted concentration of half-maximal effect; % of control where 0% means no effect; nearly all actives have a fitted effect of over 65% in size
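Fluorescence increase (Ex 488/Em 500-530) after overnight compound treatment at 37 deg C flags inhibition of Vif-driven A3F-eYFP loss in stable HeLa A3F-eYFP/Vif cells seeded overnight beforehand.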
rTrxR1 inhibitor = inhibitors of rat thioredoxin reductase 1; recombinant rTrxR1, NADPH fluorescence consumption, selenite substrate; Potency, µM (doses to about 114 µM), for the others: top-dose activity change, negative = inhibition, hits mostly inhibitors; 1% of 390,000 active; note: potency is the fitted concentration of half-maximal effect; % is set by controls: 0 for no effect and ±100 for the full control effect; nearly all actives have a fitted effect of over 65% in size
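Rat TrxR1 (90 nM in the dispensed reagent) was pre-reduced with 400 uM NADPH for 5 min at room temperature, then incubated with compound for 15 min. After 400 uM selenite was added, NADPH fluorescence (Ex 340/Em 450 nm) was followed for 8 min.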
Vif-APOBEC3G blk = blocks the Vif interaction with human APOBEC3G; Q9HC16; 0.076% of 410,000 active; HeLa A3G-eYFP + Vif (tagged APOBEC3G with the HIV-1 protein that degrades it), YFP fluorescence, overnight; Potency, µM (highest dose often 46.1 µM), without a hit: top-dose activity, negative = active, most hits filed as inhibitors;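 note: potency is the fitted concentration of half-maximal effect; % is set by controls: 0 for no effect and ±100 for the full control effect; nearly all actives have a fitted effect of over 60% in size; hits raise eYFP signal because A3G escapes Vif-driven loss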
Target sequence (Q9HC16 whole entry, looked up): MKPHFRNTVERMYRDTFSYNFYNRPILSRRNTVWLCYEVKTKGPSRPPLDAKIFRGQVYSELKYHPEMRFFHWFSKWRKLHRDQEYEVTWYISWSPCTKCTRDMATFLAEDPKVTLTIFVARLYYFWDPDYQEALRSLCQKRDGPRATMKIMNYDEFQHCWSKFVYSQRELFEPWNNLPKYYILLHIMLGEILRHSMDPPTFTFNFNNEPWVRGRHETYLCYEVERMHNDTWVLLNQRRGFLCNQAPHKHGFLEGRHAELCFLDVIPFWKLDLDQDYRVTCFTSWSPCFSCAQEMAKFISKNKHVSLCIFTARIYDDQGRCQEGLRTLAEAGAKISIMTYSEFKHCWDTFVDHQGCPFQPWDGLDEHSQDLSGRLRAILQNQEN
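Read-out is eYFP fluorescence (Ex 488/Em 500-530) from Vif-expressing HeLa A3G-eYFP cells; more signal means A3G escaped Vif-mediated degradation. Cells plated overnight, compound pinned in, incubated overnight at 37 deg C.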
IDH1 R132H inh = inhibitors of human mutant IDH1 R132H; O75874; IDH1-R132H enzyme, NADPH consumption, diaphorase/resazurin fluorescence; Potency, µM (highest dose often 76.6 µM), for inactives: at the top dose activity change, negative = inhibition, actives largely listed as inhibitors; 0.093% of 390,000 active; AID 602179; note: potency is the fitted concentration of half-maximal effect; % is set by controls: 0 for no effect and ±100 for the full control effect; nearly all actives have a fitted effect of over 65% in size
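IDH1-R132H (0.5 ug/mL) preincubated 30 min with compound, then NADPH (0.016 mM) and alpha-KG (2 mM) added; 80 min at RT, pH 7.5. Remaining NADPH coupled via diaphorase/resazurin to fluorescence (540/590 nm); concentration-response curves normalized to no-enzyme control.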
Glioma ERSR ind = ER stress response induction in glioma | U87-MG GRP78 promoter luciferase reporter, 16 h | Potency, µM, for inactives: at the top dose activation, hits mostly activators | 0.02% of 420,000 active; note: potency is the fitted concentration of half-maximal effect; series mostly up to about 76 µM; % of control where 0% means no effect; nearly all actives have a fitted effect of over 35% in size
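Stably transfected U87-MG human glioma cells carrying a GRP78-based luminescent sensor were seeded at 1000 cells/well, pin-dosed with compounds and incubated 16 h. Luciferase reagent was then added, and end-point luminescence was read after 10 min at room temperature.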
The depositor's hits bear a star; & = joins results of further samples; [ ] = dose if it differs, or a comment. Unless noted, calls come from the whole dose curve; as a rule, active = well fitted curve in the direction sought with a large enough effect; inconclusive = small, poorly fitted or top-dose-only effect, or another doubt; inactive = no such curve, though single readings can be large; an effect the other way counts as inactive or inconclusive. Not all compounds are listed (hit frequency here may not be typical).

`C#CC[N+](C)(C)CCN1C(=O)C2C(c3ccccc3)C=CC(c3ccccc3)C2C1=O` (stereo not drawn) gave LDHA block -5, RGS4 inh -51%, USP1 inh inconclusive, TrxR1 substrate 9%, Vif-APOBEC3F blk 7%, rTrxR1 inhibitor 18%, Vif-APOBEC3G blk -1%, IDH1 R132H inh -2% and Glioma ERSR ind -2%.
For CCOC(=O)c1cc(-c2csc(N/N=C/c3ccccc3Cl)n2)on1 the results were LDHA block 3, RGS4 inh -23%, USP1 inh -7%, TrxR1 substrate -10%[57.1 µM], Vif-APOBEC3F blk inconclusive, rTrxR1 inhibitor 21%[57.1 µM], Vif-APOBEC3G blk -1%, IDH1 R132H inh 3% and Glioma ERSR ind 0%.
For Cn1c(=O)c2cc(S(=O)(=O)NCCC(=O)NCC3CCCO3)ccc2n(C)c1=O (stereo not drawn) the results were LDHA block -8, RGS4 inh 2%, USP1 inh 3%, TrxR1 substrate 4%, Vif-APOBEC3F blk -2%, rTrxR1 inhibitor 9%, Vif-APOBEC3G blk 2%, IDH1 R132H inh 9% and Glioma ERSR ind -4%.
Screening COc1cc2cc[n+](Cc3ccc([N+](=O)[O-])cc3)cc2cc1OC returned LDHA block -4, RGS4 inh 4%, USP1 inh -8%, TrxR1 substrate 2%, Vif-APOBEC3F blk -1%, rTrxR1 inhibitor 28%, Vif-APOBEC3G blk -5%, IDH1 R132H inh 2% and Glioma ERSR ind 0%.
Screening Cc1ccc(NC(=O)CSc2nc3ccccc3c3nc(CCn4cncc4C)nn23)c(C)c1 returned LDHA block -4&-1, RGS4 inh 12%&-3%, USP1 inh -27%&-18%, TrxR1 substrate 1%[57.1 µM], Vif-APOBEC3F blk -7%&-3%, rTrxR1 inhibitor 16%[57.1 µM], Vif-APOBEC3G blk -1%&-2%, IDH1 R132H inh -8%&2% and Glioma ERSR ind -2%&0%.
`CC(C)CN(C(=O)c1ccco1)c1nc2ccccc2s1` gave LDHA block 1, RGS4 inh -21%, USP1 inh -4%, TrxR1 substrate -14%[57.1 µM], Vif-APOBEC3F blk -8%, rTrxR1 inhibitor 28%[57.1 µM], Vif-APOBEC3G blk -1%, IDH1 R132H inh 8% and Glioma ERSR ind 7%.
COc1ccc(OC)c(C(C(=O)NCc2ccco2)N(C(=O)Cn2nnc3ccccc32)C(C)C)c1 (stereo not drawn) was read as LDHA block -8, RGS4 inh -10%, USP1 inh 7%, TrxR1 substrate 10%[57.1 µM], Vif-APOBEC3F blk 2%, rTrxR1 inhibitor 18%[57.1 µM], Vif-APOBEC3G blk 0%, IDH1 R132H inh 2% and Glioma ERSR ind 7%.
CNC(=S)/N=C(\Nc1ccc(C)cc1)c1ccccc1 was read as LDHA block -6, RGS4 inh 5%, USP1 inh 8%, TrxR1 substrate 2%[57.1 µM], Vif-APOBEC3F blk 6%, rTrxR1 inhibitor 9%[57.1 µM], Vif-APOBEC3G blk 2%, IDH1 R132H inh -2% and Glioma ERSR ind 2%.
CCOCCCNC(=O)Cc1cc(=O)[nH]c(=O)[nH]1 was read as LDHA block -1, RGS4 inh 8%, USP1 inh -18%, TrxR1 substrate 6%[57.1 µM], Vif-APOBEC3F blk 1%, rTrxR1 inhibitor -1%[57.1 µM], Vif-APOBEC3G blk 0%, IDH1 R132H inh 14% and Glioma ERSR ind -2%.
Screening COc1ccc(CCNC(=O)C2CCN(S(=O)(=O)c3c(C)noc3/C=C/c3ccc(C)cc3)CC2)cc1OC returned LDHA block -3, RGS4 inh -8%, USP1 inh -23%, TrxR1 substrate 6%[57.1 µM], Vif-APOBEC3F blk -2%, rTrxR1 inhibitor 28%[57.1 µM], Vif-APOBEC3G blk 6%, IDH1 R132H inh -4% and Glioma ERSR ind -3%.
For COCCN1Cc2cccc(C(=O)NCc3ccccc3OC)c2C1=O the results were LDHA block -10, RGS4 inh 7%, USP1 inh -14%, TrxR1 substrate 1%, Vif-APOBEC3F blk 0%, rTrxR1 inhibitor -3%, Vif-APOBEC3G blk -2%, IDH1 R132H inh 8% and Glioma ERSR ind -2%.
Cc1ccc(CNC(=O)COC(=O)c2cccnc2Cl)cc1 was read as LDHA block 1, RGS4 inh 20%, USP1 inh -3%, TrxR1 substrate 4%[57.1 µM], Vif-APOBEC3F blk -13%, rTrxR1 inhibitor 8%[57.1 µM], Vif-APOBEC3G blk 2%, IDH1 R132H inh 1% and Glioma ERSR ind 5%.
Screening Cc1ccc(-n2c(SCC(=O)NCc3ccco3)nc3c(sc4ccccc43)c2=O)cc1 returned LDHA block -4, RGS4 inh -31%, USP1 inh -4%, TrxR1 substrate 2%, Vif-APOBEC3F blk -3%, rTrxR1 inhibitor -14%, Vif-APOBEC3G blk -3%, IDH1 R132H inh 5% and Glioma ERSR ind 2%.
For CN(C)c1nc(OCCNC(=O)COc2ccc(Cl)cc2Cl)nc(N2CCOCC2)n1 the results were LDHA block -2, RGS4 inh -13%, USP1 inh -28%, TrxR1 substrate 3%, Vif-APOBEC3F blk 3%, rTrxR1 inhibitor 10%, Vif-APOBEC3G blk 5%, IDH1 R132H inh 3% and Glioma ERSR ind -2%.
O=C1CCCc2[nH]c3cccc(/C(=C/c4ccccc4)c4ccccc4)c3c21 was read as LDHA block -6, RGS4 inh 32%, USP1 inh -12%, TrxR1 substrate 12%[57.1 µM], Vif-APOBEC3F blk 3%, rTrxR1 inhibitor 25%[57.1 µM], Vif-APOBEC3G blk -2%, IDH1 R132H inh 11% and Glioma ERSR ind -4%.
`CCCN1CC(=O)N2C(c3cccc(OC)c3OC)c3[nH]c4ccccc4c3C[C@H]2C1=O` (stereo partly drawn) gave LDHA block -10, RGS4 inh 6%, USP1 inh -7%, TrxR1 substrate -1%, Vif-APOBEC3F blk -7%, rTrxR1 inhibitor 17%, Vif-APOBEC3G blk -4%, IDH1 R132H inh 5% and Glioma ERSR ind -3%.
CC(=O)Nc1cc(NC(C)=O)cc(C(=O)OCC(=O)c2ccc3c(c2)OCO3)c1 was read as LDHA block 5, RGS4 inh -21%, USP1 inh -19%, TrxR1 substrate -6%, Vif-APOBEC3F blk 3%, rTrxR1 inhibitor -8%, Vif-APOBEC3G blk 0%, IDH1 R132H inh 7% and Glioma ERSR ind 6%.
For O=C(CN1CCc2ccccc2C1)c1cccs1 the results were LDHA block -18, RGS4 inh -27%, USP1 inh -26%, TrxR1 substrate 13%[57.1 µM], Vif-APOBEC3F blk -1%, rTrxR1 inhibitor 9%[57.1 µM], Vif-APOBEC3G blk -4%, IDH1 R132H inh 2% and Glioma ERSR ind 1%.
`CCOc1ccc(NC(=O)CCC(=O)NNC(=O)Nc2cccc(Cl)c2)cc1` gave LDHA block -10, RGS4 inh 8%, USP1 inh -3%, TrxR1 substrate -10%, Vif-APOBEC3F blk 2%, rTrxR1 inhibitor -10%, Vif-APOBEC3G blk -1%, IDH1 R132H inh -4% and Glioma ERSR ind -3%.
For Nn1cc(-c2ccccc2)nc1SCC(=O)NCC1CCCO1 (stereo not drawn) the results were LDHA block -10, RGS4 inh 10%, USP1 inh -5%, TrxR1 substrate 8%[57.1 µM], Vif-APOBEC3F blk 14%, rTrxR1 inhibitor 23%[57.1 µM], Vif-APOBEC3G blk 0%, IDH1 R132H inh 1% and Glioma ERSR ind 6%.
C#CC1(NC(=O)N(C)C)CCCCC1 was read as LDHA block -3, RGS4 inh 0%, USP1 inh 5%, TrxR1 substrate -1%, Vif-APOBEC3F blk -6%, rTrxR1 inhibitor 15%, Vif-APOBEC3G blk 2%, IDH1 R132H inh -7% and Glioma ERSR ind -2%.
For CC1CCC(NC(=O)Cn2c3c(c(-c4ccccc4Cl)cc2=O)CCC3)CC1 (stereo not drawn) the results were LDHA block 6, RGS4 inh 10%, USP1 inh -24%, TrxR1 substrate 18%[57.1 µM], Vif-APOBEC3F blk 4%, rTrxR1 inhibitor -11%[57.1 µM], Vif-APOBEC3G blk 2%, IDH1 R132H inh 9% and Glioma ERSR ind -4%.
Screening Nc1nnc(SCC(=O)N2CCN(c3ccccc3)CC2)n1-c1ccccc1 returned LDHA block -4, RGS4 inh 18%, USP1 inh -9%, TrxR1 substrate 2%, Vif-APOBEC3F blk -2%, rTrxR1 inhibitor 21%, Vif-APOBEC3G blk 0%, IDH1 R132H inh 1% and Glioma ERSR ind 14%.
For COc1ccc(OC)c(NC(=O)CSc2nccn2-c2cc(C)cc(C)c2)c1 the results were LDHA block -1, RGS4 inh -35%, USP1 inh -22%, TrxR1 substrate -2%[57.1 µM], Vif-APOBEC3F blk 3%, rTrxR1 inhibitor 10%[57.1 µM], Vif-APOBEC3G blk -3%, IDH1 R132H inh 2% and Glioma ERSR ind -3%.
For Cc1cc(C)cc(NS(=O)(=O)c2ccc(N3CCCCS3(=O)=O)cc2)c1 the results were LDHA block -5, RGS4 inh 18%, USP1 inh -5%, TrxR1 substrate -7%[57.1 µM], Vif-APOBEC3F blk -13%, rTrxR1 inhibitor 3%[57.1 µM], Vif-APOBEC3G blk -2%, IDH1 R132H inh 18% and Glioma ERSR ind -1%.
`Cn1c(=O)c2c(ncn2CC(=O)NC[C@H]2O[C@@H](n3cnc4c(N)ncnc43)[C@H](O)[C@@H]2O)n(C)c1=O` gave LDHA block -3, RGS4 inh -21%, USP1 inh inconclusive, TrxR1 substrate 4%, Vif-APOBEC3F blk 8%, rTrxR1 inhibitor -2%, Vif-APOBEC3G blk 3%, IDH1 R132H inh 8% and Glioma ERSR ind -4%.
